Screening data (PubChem)
GPR35 arrestin U2OS = GPR35 antagonists blocking zaprinast-driven arrestin recruitment, primary screen, imaging, U2OS, beta-arrestin-GFP, zaprinast agonist (AID 2058); hit rate 0.052% among 290,000; inhibition, % at 10 µM, or IC50 in µM where a hit was titrated; U2OS GPR35 beta-arrestin-GFP translocation imaging, zaprinast antagonism; higher % means a stronger effect;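 active = inhibition of at least 50% with at least 30 cells and total cytoplasm GFP at most 10,000,000; inconclusive = under 30 cells or total GFP of 10,000,000 plus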
UTI89 phage lysis = inhibition of K1F phage lysis, E. coli UTI89, bacterial capsule biogenesis inhibitors, alamar blue (AID 488966); inhibition, % at 100 µM; hits with a dose series show IC50 in µM; E. coli UTI89 K1F phage lysis, alamar blue, 2 h; higher % means a stronger effect; hit rate 0.02% among 340,000;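 active = phage lysis inhibition, versus mean bacterial control, above a set limit; inconclusive = no clear call, values can overlap the other calls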;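 also: capsule biogenesis inhibitors block K1F phage lysis so surviving cells raise fluorescence; higher fluorescence means more inhibition of phage lysis; actives were called in the ten point dose series up to 300 µM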
RSV CPE inhibition = inhibition of RSV-induced cytopathic effect – HEp-2 cells, primary 10 µM value included (AID 2391); hit rate 0.13% among 310,000; CPE inhibition, % at 10 µM, or IC50 in µM where a hit was titrated; HEp-2 cells, RSV-induced CPE inhibition; higher % means a stronger effect; in the data active = a potency from the dose series; inconclusive = CPE inhibition mostly from about 23% at the one dose, without a potency; inactive = the rest, 99 in 100 with CPE inhibition below about 21%; also: strong numbers were not always called active
NS5 inhibitors = Dengue-2 NS5 methyltransferase inhibitors, primary screen, biochemical, confirmation dose response (AID 588689) | Dengue-2 NS5 methyltransferase capping enzyme assay, biochemical; higher % means a stronger effect | one-dose inhibition, % at 25 µM; IC50 in µM for titrated hits | hit rate 0.3% among 340,000; in the data active = a potency from the dose series; inconclusive = inhibition above about 29% without an active follow-up result
Salmonella PhoP GFP = PhoP-dependent GFP reporter repression – Salmonella Typhimurium, primary screen (AID 1863); S. Typhimurium PhoP-regulated promoter GFP reporter, 4 h; higher % means a stronger effect; inhibition, % at 50 µM; hits with a dose series show IC50 in µM; hit rate 0.16% among 300,000;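 active = inhibition over 29.93%, a cutoff 3 SD above the screen mean, later confirmed by dose response; inconclusive = inhibition over 29.93% but no dose response follow-up; inactive = inhibition at most 29.93% or unconfirmed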;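 also: 0% = low Mg2+ inducing control and 100% = high Mg2+ repressing control; strong numbers were not always called active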
SV40 large T antigen = TAg ATPase/helicase activity blockers – biochemical (AID 1903); SV40 large T antigen ATPase/helicase inhibition assay; higher % means a stronger effect; one-dose inhibition, % at 20 µM; IC50 in µM for titrated hits; hit rate 0.39% among 310,000; in the data active = a potency from the dose series; inconclusive = inhibition mostly from about 32% at the one dose, without a potency; inactive = the rest, 99 in 100 with inhibition below about 32%; also: strong numbers were not always called active
HIV fusion peptide = cell-free HIV fusion peptide-binding blockers – biochemical, uHTS, fluorescence dequenching, primary screen (AID 1986) | hit rate 0.3% among 290,000 | inhibition, % at 20 µM, or IC50 in µM where a hit was titrated | cell-free peptide binding, fluorescence dequenching, 30 min; higher % means a stronger effect; in the data active = inhibition mostly above about 52%, no sharp cut-off; inactive = mostly below about 76%; also: some results filed as inactive read as strong as hits
MgcRacGAP inhibition = MgcRacGAP GTPase-activating activity inhibitors, confirmation, biochemical, ADP Hunter fluorescence; MgcRacGAP-stimulated Rac1 GTP hydrolysis, ADP Hunter fluorescence; higher % means a stronger effect; GST-tagged Rac1 F28L mutant substrate; one-dose inhibition, % at 30 µM; IC50 in µM for titrated hits; hit rate 0.6% among 340,000; AID 624330;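 active = first-screen hits whose inhibition reached a set limit at any dose in the follow-up dose series; inconclusive = inhibition above the set first-screen limit but never retested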;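 also: fluorescence reports GDP produced by GAP-driven GTP hydrolysis; strong numbers were not always called active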
GPR55 antagonists = inhibition of LPI-stimulated GPR55 beta-arrestin translocation – imaging, U2OS, beta-arrestin-GFP, LPI agonist, primary screen (AID 2013) | U2OS GPR55 beta-arrestin-GFP translocation imaging, LPI antagonism; higher % means a stronger effect | inhibition, % at 10 µM, or IC50 in µM where a hit was titrated | hit rate 0.13% among 290,000;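 active = spots per cell inhibited over 60%, with over 100 cells counted and total cytoplasm intensity under 500,000; inconclusive = wells with under 100 cells, flagged as likely toxic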;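 also: U2OS cells stably carrying GPR55 and arrestin-GFP stimulated by 5 µM LPI near EC80; imaged beta-arrestin-GFP aggregate spots per cell after agonist stimulation; plate controls were LPI-stimulated DMSO wells for no effect and DMSO wells without LPI for full effect; some results filed as inactive read as strong as hits; confirmed hits need IC50 under 10 µM and bright autofluorescent wells are also inconclusive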
Numbers without * were called inactive; u = inconclusive; x = no result given; [ ] = remark or other dose.

SMILES	GPR35 arrestin U2OS	UTI89 phage lysis	RSV CPE inhibition	NS5 inhibitors	Salmonella PhoP GFP	SV40 large T antigen	HIV fusion peptide	MgcRacGAP inhibition	GPR55 antagonists
COC(=O)c1ccc(C)c(NC(=O)Cn2cnc3ccccc3c2=O)c1	2%	2.5%	0.7%	-2%	8%	-1%	-1.2%	6%	6%
CCOC1CS(=O)(=O)CC1OCC (configuration not stated)	12%	0.1%	0.5%	-11%	3%	9%	-1.9%	1%	10%
O=C(Nc1ccc2c(c1)oc1ccccc12)c1cccnc1	-3%	0.1%	45%	0%	7%	10%	2.7%	3%	-2%
CCCCOc1cccc(C(=O)Nc2ccc(S(=O)(=O)Nc3cc(C)on3)cc2)c1	-4%	0.0%	17%	-3%	-7%	14%	25%	6%	14%
O=C(NNC(=O)C1CCN(S(=O)(=O)c2ccc(Cl)cc2)CC1)c1ccc(S(=O)(=O)N2CCCCC2)cc1	-10%	3.2%[50 µM]	3.9%	-5%	-2%	3%	-0.2%	13%	-7%
Cc1cccc(CS(=O)(=O)Cc2ccc(C(=O)NC3CCCCCC3)o2)c1	14%	0.2%	0.7%	4%	0%	-1%	-0.2%	9%	11%
COC(C[C@@H]1O[C@H]1C(=O)[C@@H](C)OCc1ccccc1)OC	x	0.6%	-0.7%	-12%	x	14%	x	12%	x
S=c1[nH]nc(-c2ccccc2)n1Cc1ccccc1	-7%	0.1%	0.3%	12%	-10%	-1%	-2.6%	4%	33%
COC(=O)C1=C(CS(=O)(=O)c2ccccc2)NC(=O)NC1c1ccccc1 (configuration not stated)	-2%	0.3%	2.1%	-2%	-4%	9%	-0.6%	4%	10%
CCOc1nc(Nc2ccc(Cl)cc2)nc(OCC)n1	4%	0.2%	u	3%	4%	9%	1.8%	11%	-5%
CCOc1ccc(C2C(C(=O)c3cccs3)=C(O)C(=O)N2CCCn2ccnc2)cc1 (configuration not stated)	-4%	x	5.3%	x	x	x	1.4%	x	6%
CC(NC(=S)Nc1ccc(F)cc1)c1ccccc1 (configuration not stated)	-6%	0.0%	9.7%	-9%	-2%	34%	0.7%	10%	8%
COc1ccc(C2C3=C(CCCC3=O)Nc3n[nH]c(C)c32)cc1OC (configuration not stated)	9%	0.1%	1.5%	-15%	-3%	5%	-2.0%	13%	1%
CC1=NCCN1S(=O)(=O)c1cc(Cl)ccc1Cl	7%	0.1%	-1.1%	-3%	-2%	25%	-0.3%	3%	13%
CC1SCC(=O)N(CC(=O)NC2CCCCC2)C1=O (configuration not stated)	-3%	0.6%	-0.4%	-5%	5%	0%	-0.6%	2%	0%
c1ccc(NC2=NCCN2CCCC2CCCCC2)cc1	x	7.5%	-1.3%	-1%	x	8%	x	6%	x
CC(C)C[C@H](NC(=O)c1nc[nH]c1C(=O)N1CCC(C)CC1)C(=O)OCc1ccccc1	-4%	-1.8%	3.1%	2%	-3%	11%	-0.8%	2%	0%
O=C(C1CCCN(S(=O)(=O)c2cnc[nH]2)C1)N1CCN(c2ccc(Cl)cc2)CC1 (configuration not stated)	-15%	u	0.2%	-1%	-5%	0%	-0.3%	5%	-7%
O=C(Cc1nn[nH]n1)Nc1ccc(F)cc1F	17%	x	1.8%	x	-3%	4%	-1.6%	x	-6%
CCOC(=O)c1nnn(-c2nc(OC)nc(N3CCCC3)n2)c1-c1ccccc1	2%	-0.3%	2.7%	5%	-24%	0%	5.5%	11%	0%

Structural class: those above containing four or more nitrogen atoms.
SMILES	GPR35 arrestin U2OS	UTI89 phage lysis	RSV CPE inhibition	NS5 inhibitors	Salmonella PhoP GFP	SV40 large T antigen	HIV fusion peptide	MgcRacGAP inhibition	GPR55 antagonists
O=C(NNC(=O)C1CCN(S(=O)(=O)c2ccc(Cl)cc2)CC1)c1ccc(S(=O)(=O)N2CCCCC2)cc1	-10%	3.2%[50 µM]	3.9%	-5%	-2%	3%	-0.2%	13%	-7%
CCOc1nc(Nc2ccc(Cl)cc2)nc(OCC)n1	4%	0.2%	u	3%	4%	9%	1.8%	11%	-5%
CC(C)C[C@H](NC(=O)c1nc[nH]c1C(=O)N1CCC(C)CC1)C(=O)OCc1ccccc1	-4%	-1.8%	3.1%	2%	-3%	11%	-0.8%	2%	0%
O=C(C1CCCN(S(=O)(=O)c2cnc[nH]2)C1)N1CCN(c2ccc(Cl)cc2)CC1 (configuration not stated)	-15%	u	0.2%	-1%	-5%	0%	-0.3%	5%	-7%
O=C(Cc1nn[nH]n1)Nc1ccc(F)cc1F	17%	x	1.8%	x	-3%	4%	-1.6%	x	-6%
CCOC(=O)c1nnn(-c2nc(OC)nc(N3CCCC3)n2)c1-c1ccccc1	2%	-0.3%	2.7%	5%	-24%	0%	5.5%	11%	0%

The list continues:
SMILES	GPR35 arrestin U2OS	UTI89 phage lysis	RSV CPE inhibition	NS5 inhibitors	Salmonella PhoP GFP	SV40 large T antigen	HIV fusion peptide	MgcRacGAP inhibition	GPR55 antagonists
CCOc1ccc(OCCSc2nc(N)cc(=O)[nH]2)cc1	-2%	-0.1%	9.6%	-9%	-7%	6%	0.1%	10%	-7%
CCOc1c(C(N)=O)c(-c2ccccc2)c2c(=O)[nH]c3ccccc3n12	20%	0.2%	x	-1%	-4%	18%	-2.0%	10%	4%
Cn1c(C(=O)NCc2ccccn2)cc2c(=O)n3ccccc3nc21	-5%	0.0%	-0.5%	-4%	-13%	20%	-1.4%	6%	2%
COc1cccc(C(=O)O/N=C(\N)c2ccc(C)cc2)c1	6%	1.2%	13%	1%	-3%	20%	-0.3%	3%	4%
NS(=O)(=O)c1ccc(NC(=S)N2CCC(Cc3ccccc3)CC2)cc1	12%	-1.3%[50 µM]	12%	-7%	3%	7%	1.1%	18%	9%
Cc1ccc(-n2cc(C(=O)O)c(=O)cc2C)c(C)c1	3%	0.1%	0.2%	-12%	1%	3%	-3.2%	8%	8%
O=C(NCCCN1CCOCC1)c1ccc(-c2ccc(Cl)cc2)o1	17%	-0.2%	1.2%	-19%	-2%	0%	-1.1%	8%	14%
COCCNC(=O)c1onc(CSc2ccc(F)c(F)c2)c1C(=O)O	0%	0.6%	0.0%	-2%	17%	12%	-3.4%	6%	-4%
CCC(C)NC(=O)CSc1n[nH]c(-c2cc(Cl)ccc2OC)n1 (configuration not stated)	-9%	-0.1%	0.8%	-5%	-1%	21%	3.2%	3%	2%
COC(=O)c1c(NC(=O)c2cccc(S(=O)(=O)N3CCN(C)CC3)c2)sc(C)c1C	x	-0.3%[50 µM]	-3.0%	3%	-7%	27%	x	9%	x
Cc1cc(/C=C(\C#N)C(N)=O)c(C)n1-c1ccc(N2CCOCC2)c([N+](=O)[O-])c1	-7%	-0.2%	11%	5%	0%	14%	1.0%	4%	5%
COc1ccc(CNC(=O)c2cc3cccc(O)c3oc2=N)cc1	-2%	0.0%	1.2%	-3%	-4%	14%	13%	11%	5%
COc1ccc(S(=O)(=O)Nc2ccc(F)c(F)c2)cc1Cl	-3%	-3.6%	12%	-7%	33%	7%	1.5%	5%	2%
O=[N+]([O-])c1ccccc1NC(=S)N/N=C/c1ccc(O)c(O)c1	-22%	0.5%	45%	34%	-2%	u	10%	u	1%
O=C(CN1CCN(Cc2ccccc2Cl)CC1)N/N=C/c1cccs1	-4%	x	x	x	3%	11%	0.0%	x	10%
O=Cc1c(N2CCC3(CC2)OCCO3)nc2ccccn2c1=O	-10%	-0.6%	1.6%	5%	-6%	16%	2.6%	1%	-8%
O=C(COC(=O)c1ccc2c(c1)OCCO2)Nc1cc(S(=O)(=O)N2CCOCC2)ccc1Cl	-11%	0.1%	0.8%	-5%	-1%	12%	0.0%	3%	2%
N/C(=N\OC(=O)c1ccc(F)cc1)c1cccc([N+](=O)[O-])c1	6%	0.0%	0.9%	-8%	-13%	9%	0.2%	10%	0%
CCC1(c2ccccc2)NC(=O)N(CC(=O)Nc2cc(S(=O)(=O)N3CCCCCC3)ccc2OC)C1=O (configuration not stated)	x	0.5%[50 µM]	47%	-1%	7%	13%	x	6%	x
CC(=O)NS(=O)(=O)c1ccc(N/C(N)=N/c2nc(C)cc(C)n2)cc1	4%	6.6%	0.8%	2%	-1%	11%	1.7%	10%	-7%
Cc1ccc(CSCC(=O)Nc2ccccc2)cc1	-3%	-0.8%[50 µM]	1.8%	-3%	3%	11%	1.0%	6%	1%
Cn1cccc1/C=N/n1cnnc1	9%	1.4%	0.8%	0%	7%	7%	-1.5%	4%	-10%
CN(C1CCCCC1)S(=O)(=O)c1ccc(NC(=O)c2ccc(Br)o2)cc1	5%	0.7%	u	-1%	2%	0%	0.9%	8%	-7%
C=CCOc1cccc(CNCc2ccncc2)c1	10%	0.3%	2.2%	5%	0%	8%	-0.4%	4%	24%
CN1CCCC1CCNc1ccc2oc3ccccc3c(=O)c2c1 (configuration not stated)	5%	x	-2.9%	x	-11%	9%	3.2%	x	7%
O=C(NN1CCOCC1)c1ccc(Cl)cc1	16%	0.1%[50 µM]	1.7%	-6%	-6%	12%	-0.8%	-1%	10%
Cc1cc(Cl)ccc1NC(=O)CSc1n[nH]c(N)n1	x	1.0%[50 µM]	1.2%	-6%	x	x	x	4%	x
O=C(C1CCCN(Cc2ccccc2)C1)N1CCCCC1 (configuration not stated)	1%	0.3%	0.6%	-9%	-2%	-1%	1.8%	22%	9%
COc1ccccc1OCc1ccc(C(=O)N2CCCCC2)o1	-8%	0.3%	1.5%	2%	1%	-6%	0.0%	12%	-4%
CC1(C)CC(=O)C2=C(C1)NC(=O)CC2c1ccc(F)cc1 (configuration not stated)	-1%	0.1%	1.1%	0%	14%	4%	2.8%	9%	11%
Cc1ccc(C)c(N(C(=O)CNC(=O)c2ccco2)C(C(=O)NC2CCCCC2)c2ccncc2)c1 (configuration not stated)	-13%	0.0%	1.8%	-3%	-9%	8%	1.3%	4%	1%
COc1ccc(S(=O)(=O)Nc2ccc(Cc3ccncc3)cc2)cc1OC	15%	1.4%	1.3%	-6%	3%	11%	2.8%	2%	-1%
CC1CCc2c(C(=O)Nc3ccc(OC(F)(F)F)cc3)csc2C1 (configuration not stated)	-3%	4.6%	4.0%	0%	-16%	1%	-0.5%	1%	3%
COc1ccc(CC(=O)Nc2ccc(C)cc2O)cc1S(=O)(=O)N1CCOCC1	x	0.5%[50 µM]	0.9%	-10%	4%	24%	x	2%	x
